Compound activity as filed in PubChem.
Statin myotox sup: suppressors of simvastatin-induced myotoxicity in C2C12 myotubes; AID 602340; 330,000 compounds, 0.78% hits; rescue of ATP level, % at 7.49 µM; ATP luminescence, 48 h; scaled: DMSO 0, geranylgeraniol control 100;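 active means mean ATP rescue above about 67%, or every replicate alone reaching that limit, limit read from the data, passing the limit was not always enough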;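 further: myotubes were challenged with 10 µM simvastatin during compound exposure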
S100A4 MyoIIA: blocks human S100A4 binding to myosin IIA peptide. S100A4/TAMRA-MyoIIA peptide fluorescence polarization. inhibition, % at 10.7 µM. 360,000 compounds, 0.14% hits. AID 652163;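 active means mean inhibition of at least 70% across replicates, with every replicate also reaching that level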
Target sequence (P26447 whole entry, looked up): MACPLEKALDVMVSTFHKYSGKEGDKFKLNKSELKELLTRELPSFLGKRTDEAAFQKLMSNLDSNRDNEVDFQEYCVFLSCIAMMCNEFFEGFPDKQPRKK
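Material: human S100A4 monomer with TAMRA-labelled myosin IIA peptide; buffer or medium: HEPES pH 7.2 with CaCl2, KCl, NaCl, DTT, Triton; compound dosing: one concentration per compound; schedule: 5 min incubation before reading; benchmarks: neutral control DMSO, positive control TFP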
ERAP1 inh: inhibitors of human ERAP1 aminopeptidase; Q9NZ08; recombinant ERAP1, Leu-AMC fluorescence, 60 min; inhibition, % at 10.7 µM; 340,000 compounds, 0.15% hits; AID 652197;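 active means mean replicate inhibition of at least 30%, or all replicates individually reaching that 30% level; inactive means mean below 30% and not every replicate reaching it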;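 further: 0% = neutral control wells and 100% = L-leucinethiol positive control wells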
Target sequence (Q9NZ08 whole entry, looked up): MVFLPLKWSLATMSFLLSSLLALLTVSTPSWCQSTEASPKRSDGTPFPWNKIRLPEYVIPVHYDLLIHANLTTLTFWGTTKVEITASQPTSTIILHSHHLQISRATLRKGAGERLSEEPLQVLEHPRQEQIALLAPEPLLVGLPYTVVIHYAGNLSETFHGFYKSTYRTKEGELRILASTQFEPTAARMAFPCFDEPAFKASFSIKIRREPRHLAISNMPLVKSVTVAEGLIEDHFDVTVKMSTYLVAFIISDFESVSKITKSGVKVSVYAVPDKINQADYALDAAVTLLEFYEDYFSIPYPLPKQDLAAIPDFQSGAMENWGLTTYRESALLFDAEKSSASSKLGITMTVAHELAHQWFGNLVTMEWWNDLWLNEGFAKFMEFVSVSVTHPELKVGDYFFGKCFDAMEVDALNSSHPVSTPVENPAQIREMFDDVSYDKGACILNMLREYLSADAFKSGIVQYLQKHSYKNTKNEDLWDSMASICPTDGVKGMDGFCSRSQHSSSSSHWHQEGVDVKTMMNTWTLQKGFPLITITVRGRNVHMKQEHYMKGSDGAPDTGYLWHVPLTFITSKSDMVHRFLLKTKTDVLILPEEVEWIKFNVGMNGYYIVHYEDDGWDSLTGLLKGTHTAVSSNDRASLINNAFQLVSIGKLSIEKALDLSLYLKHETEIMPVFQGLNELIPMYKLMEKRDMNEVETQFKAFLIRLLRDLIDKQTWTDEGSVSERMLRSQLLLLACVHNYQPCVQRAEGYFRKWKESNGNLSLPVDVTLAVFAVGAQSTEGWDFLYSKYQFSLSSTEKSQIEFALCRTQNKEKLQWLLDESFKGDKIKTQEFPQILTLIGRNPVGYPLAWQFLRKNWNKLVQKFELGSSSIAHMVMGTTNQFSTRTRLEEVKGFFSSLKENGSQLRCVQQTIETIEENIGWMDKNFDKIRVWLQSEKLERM
SIRT5 inh: sirtuin-5 (human) deacylase inhibition. Q9NXA8. Purified SirT5, succinyl-peptide AMC, trypsin-coupled fluorescence. inhibition, % at 15 µM. 330,000 compounds, 1.1% hits. AID 652115; in the data active means inhibition above about 15%
PGC1a acetyl inh: PGC1a acetylation modulation, inhibitor mode; inhibition, % at 15.6 µM; AID 651687; 350,000 compounds, 0.17% hits; U2OS PGC1a acetylation, AlphaScreen anti-acetyl-lysine; with virally co-expressed GCN5 acetyltransferase;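 active means every replicate shows inhibition of at least 40%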;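 further: 0% = neutral control wells and 100% = positive control wells; some results beyond the cut were filed as inactive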
Xi reactivation: reactivates the inactive X chromosome in mouse fibroblasts; XiGFP mouse fibroblasts, % GFP-positive cells imaging, 3 d; cells co-treated with 5-aza-dC sensitizer; scaled so ellipticine positive control = 100%; activation, % at 7.58 µM; 360,000 compounds, 0.055% hits; AID 743238;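 active means mean normalized replicate activation at least 10% and every replicate at or above 10%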;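 further: 0% = median of on-plate neutral control wells and 100% = ellipticine 6 µM median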
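System: 68-5-11 XiGFP fibroblast line | Buffer or medium: DMEM containing 5-aza-dC | Compound: Single point | Times: Compounds 3 days, fix/stain 15 min at room temperature | Benchmarks: Positive control ellipticine, 6 µM final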
LGR2 antag: Drosophila LGR2 receptor signaling inhibition. HEK293 LGR2, CRE-luciferase, bursicon-stimulated, 4 h. inhibition, % at 9.99 µM. 380,000 compounds, 0.35% hits;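 active means drop in luminescence signal, shown as inhibition above about 50% in the replicate tests, limit read from the data, passing the limit was not always enough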;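 further: agonist challenge used bursicon conditioned medium at about half maximal strength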
Cneo AK release: Cryptococcus neoformans lysis via adenylate kinase release | 360,000 compounds, 0.2% hits | C. neoformans lysis, adenylate kinase release luminescence, 4 h; normalised: neutral wells 0, clomiphene wells 100 | lysis activity, % at 15 µM | AID 651654;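 active means mean lysis activity across replicates of at least 80%, whatever share of replicates individually reach that level; inactive means mean lysis activity below 80%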
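Material – Cryptococcus neoformans yeast cells · Quantity – 5 × 10^6 yeast cells/mL · Buffer or medium – YPD medium · Compound – single dose · Timing – 4 h static compound exposure, 37 °C, read 1 h post-reagent · Signal – adenylate kinase release luminescence · Read-out basis – lysis from increased AK signal · Benchmarks – Clomiphene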
* marks the source's active call; other numbers are inactive results; . = no result given. This is a subset; count on the stated rates, not on these rows.

| mol | Statin myotox sup | S100A4 MyoIIA | ERAP1 inh | SIRT5 inh | PGC1a acetyl inh | Xi reactivation | LGR2 antag | Cneo AK release |
| --- | --- | --- | --- | --- | --- | --- | --- | --- |
| NS(=O)(=O)c1ccc(NC(=O)COC(=O)COc2ccc3ccccc3c2)cc1 | 0 | 2 | -1 | 1 | 17 | 0.0 | 4 | 5 |
| CCCC(=O)Nc1ccc2c(c1)C(=O)N(C)[C@H]1CC[C@H](CC(=O)Nc3ccccc3F)O[C@@H]1CO2 | 11 | . | . | . | -2 | 0.1 | -4 | 49 |
| O=C1C(CCc2ccccc2)ON=C(c2cnccn2)N1Cc1ccc(F)cc1 (stereo unspecified) | -18 | -1 | . | . | . | 0.0 | 4 | -1 |
| CN(C)C(=O)C[C@H]1CC[C@@H](NC(=O)C2CC2)[C@@H](CO)O1 | -4 | -2 | 1 | -3 | -8 | -0.3 | 1 | 0 |
| COc1ccc(-n2c(=O)c3c4c(sc3n3c(=S)[nH]nc23)CCC4)cc1 | . | 8 | -1 | -1 | -234 | 0.0 | -9 | . |
| Cc1nn(-c2ccccc2)c(N)c1N=Nc1ccc(Cl)cc1 | -12 | -2 | -1 | -2 | 41 | 0.0 | -114 | 2 |
| COc1ccc(C(c2sc3nc(C)nn3c2O)N2CCC(O)CC2)cc1OC (stereo unspecified) | -8 | 3 | 2 | 1 | . | 0.0 | -10 | -1 |
| Cc1c(C(=O)O)[nH]c2ccc([N+](=O)[O-])cc12 | . | 4 | 0 | -6 | 3 | 0.0 | 9 | . |
| CCOC(=O)c1oc2ccccc2c1COC(=O)CNC(=O)c1cccc(C)c1 | -16 | -2 | -4 | -1 | . | 0.1 | -16 | -1 |
| OCC(O)CN(c1ccccc1)c1ccccc1 (stereo unspecified) | 3 | 0 | -1 | -2 | -9 | 0.0 | -2 | 12 |
| C[C@@H]1CN([C@H](C)CO)C(=O)c2cccc(NC(=O)Nc3ccc(F)cc3)c2O[C@@H]1CN(C)Cc1ccccc1 | -34 | -9 | 0 | 3 | 1 | 0.1 | 1 | 53 |
| CC(=O)c1ccc(NC(=S)N2CCC(Cc3ccccc3)CC2)cc1 | . | -8 | . | -3 | . | 0.1 | -18 | . |
| CC(NC(=O)COC(=O)c1cc([N+](=O)[O-])ccc1N1CCOCC1)c1ccccc1 (stereo unspecified) | 5 | -2 | 5 | 1 | . | 0.7 | 8 | 6 |
| N#C[C@H]1[C@H](c2ccc(-c3cncnc3)cc2)[C@@H](CO)N1C(=O)C1CCOCC1 | -20 | -15 | 1 | 1 | 7 | 0.0 | -26 | -1 |
| O=C1Nc2ccccc2N(C(=O)c2ccc3ccccc3c2)C1c1nc2ccccc2[nH]1 (stereo unspecified) | . | 7 | 0 | 16* | . | -0.1 | 43 | . |
| COc1ccccc1NC(=O)c1ccc(NC(=O)c2ccco2)cc1 | -11 | -7 | -2 | -1 | . | 0.1 | 13 | . |
| O=S1(=O)CC(N2CCC(c3ccccc3)CC2)CN1Cc1ccc(F)cc1 (stereo unspecified) | 9 | -6 | 3 | 1 | 18 | 0.3 | 7 | 2 |
| COc1ccc(CCC2(C)NC(=O)N(C(C)C(=O)N3c4ccccc4CC3C)C2=O)cc1 (stereo unspecified) | 3 | -2 | -5 | -1 | . | 0.3 | -9 | -1 |
| CN(C)CCN(C(=O)c1ccc(S(=O)(=O)N(C)C)cc1)c1nc2cc3c(cc2s1)OCCO3 | 6 | -3 | 1 | -2 | . | 0.2 | -78 | 0 |
| O=C(Nc1ccc(N2CCCC2)cc1)c1cccc(Cl)c1Cl | -2 | 5 | 9 | -3 | -5 | 0.2 | -38 | -4 |
| CC=Cc1ccc2n(c1=O)C[C@H]1[C@H](CO)[C@@H](C(=O)N(C)C)N(CC3CCOCC3)[C@@H]21 (mixture of isomers) | 1 | 8 | 0 | -1 | . | 0.1 | 6 | -1 |
| Cc1cc(C(=O)Nc2ccc3c(c2)C(=O)N(C)[C@@H]2CC[C@@H](CC(=O)O)O[C@H]2CO3)no1 | -7 | . | . | . | 3 | 0.0 | -9 | 4 |
| O=C(/C=C(\Nc1cccc(C(F)(F)F)c1)c1ccccc1)c1ccccc1 | . | 0 | -1 | . | . | 0.2 | -76 | . |
| COc1ccccc1NC(=O)CSc1nnc(Cc2cccn2C)n1CCc1ccccc1 | 3 | . | . | . | 16 | . | -4 | 1 |
| Cn1cnc([N+](=O)[O-])c1S(=O)(=O)Oc1ccccc1 | -188 | -1 | 4 | 0 | -38 | 3.8 | 17 | -1 |
| COc1ccc(-c2csc3nc[nH]c(=O)c23)cc1 | . | 18 | -1 | 23* | 8 | 0.0 | 0 | . |
| NC(=O)CN(N=Nc1cccc([N+](=O)[O-])c1)c1cccc([N+](=O)[O-])c1 | . | -7 | -1 | . | . | 0.0 | 10 | . |
| O=C(O)C1CCCN1C1=NS(=O)(=O)c2ccccc21 (stereo unspecified) | 6 | -3 | -9 | -3 | . | 0.0 | -7 | 8 |
| COc1ccc(CN(C)C[C@H]2Oc3ccc(NC(=O)NC4CCCCC4)cc3C(=O)N([C@@H](C)CO)C[C@H]2C)cc1 | 6 | 12 | -3 | -7 | -10 | 0.6 | -5 | 2 |
| CC(C)(C)NC(=O)Cn1c(SCC(=O)NC2CC2)nc2ccccc21 | -2 | 7 | -5 | 1 | 20 | 0.3 | 8 | 2 |
| C[C@@H]1CN([C@@H](C)CO)S(=O)(=O)c2ccc(-c3cccc(C#N)c3)cc2O[C@H]1CN(C)Cc1cccc(F)c1 | -183 | -8 | 7 | 1 | -11 | -0.5 | 28 | 58 |
| Cn1nc(C(=O)OCC(=O)Nc2ccccc2[N+](=O)[O-])c2ccccc2c1=O | -1 | 2 | 0 | -6 | . | 0.7 | -4 | 3 |
| COCC(=O)N1CC[C@@H]2[C@H](CO)Nc3ccc(C#Cc4ccc(OC)cc4)cc3[C@@H]21 | 1 | -10 | 2 | 8 | -12 | 0.1 | 1 | -9 |
| C/C=C/c1ccc([C@@H]2[C@@H](CO)N3C(=O)CN(C(=O)c4cnccn4)C[C@@H]23)cc1 | . | -6 | -1 | 6 | 4 | 0.4 | -14 | . |
| CC(=O)Nc1nnc(SCC(=O)N2C(C)CCCC2C)s1 (stereo unspecified) | -13 | -1 | 3 | -4 | . | 0.1 | 16 | 0 |
| CO[C@@H]1CN(C)C(=O)c2ccc(NC(=O)C3CCOCC3)cc2OC[C@@H](C)N(CC2CC2)C[C@@H]1C | 2 | -2 | 2 | 3 | -18 | 0.3 | 3 | 2 |
| CC(=O)N1CCN(C(=O)c2cc(-c3ccc(Cl)s3)nc3ccccc23)CC1 | -10 | 7 | -13 | -15 | . | 0.3 | -3 | 8 |
| COc1ccc(-n2c(CN3CCC(C)CC3)nc3ccc([N+](=O)[O-])cc3c2=O)c(OC)c1 | -8 | 1 | . | 6 | . | -0.2 | -4 | . |
| COc1ccc(-c2nn(-c3ccccc3)cc2C(=O)N2CCN(S(=O)(=O)c3cccc(F)c3)CC2)cc1 | 28 | -1 | 2 | 2 | . | 0.0 | 2 | . |
| Cc1ccc(S(=O)(=O)N[C@@H]2C=C[C@H](CC(=O)N3CCC(Cc4ccccc4)CC3)O[C@H]2CO)cc1 | 48 | 26 | -3 | 6 | -9 | 0.6 | 18 | 3 |
| O=C(c1ccccc1Oc1ccc(C(F)(F)F)cc1[N+](=O)[O-])N1CCOCC1 | . | -5 | 3 | -3 | . | 0.1 | 19 | . |
| Brc1ccc(-c2csc(/N=C/N3CCCC3)n2)cc1 | -16 | -2 | 15 | -4 | -4 | 0.0 | -76 | 1 |
| CCC(C(=O)OCn1nnc2ccccc2c1=O)c1ccccc1 (stereo unspecified) | . | 0 | -1 | -5 | . | 0.0 | 29 | . |
| COC(=O)c1cc(NS(=O)(=O)c2ccc(C(C)C)cc2)ccc1N1CCOCC1 | . | -4 | 1 | 0 | . | 0.0 | . | . |
| CNC(=S)Nc1ccc(C(N)=O)cc1 | 4 | -3 | -1 | -2 | -1 | 0.2 | 2 | 0 |
| CCc1nc2ccc(C(=O)NCCCn3ccnc3)cn2c1N(C)CCC(C)C | -10 | 5 | 3 | 3 | . | 0.5 | 1 | 0 |
| COc1ccc(NC(=O)CSc2nc(O)cc(=O)[nH]2)c(OC)c1 | 1 | -5 | -1 | -3 | -7 | 0.1 | -8 | 9 |
| COC(=O)c1cc(CNC(=O)c2ccc(O)c(Cl)c2)ccc1OC | . | 6 | 2 | -3 | . | -0.1 | 3 | . |
| COc1ccccc1C(=O)Nc1ccc(S(=O)(=O)NC2=NCCCCC2)cc1 | 6 | -2 | 6 | 1 | -12 | 0.0 | -20 | . |
| COc1cccc(CN2[C@@H]3CNC[C@H]2C3c2ccc(-c3ccc(C)cc3)cc2)c1 (stereo partly specified) | . | 22 | . | 6 | -1 | 0.1 | -6 | . |
| Cc1cc(S(=O)(=O)NCC2CCCO2)c(C)cc1Br (stereo unspecified) | 10 | -5 | 0 | -5 | . | 0.0 | -7 | 0 |
| CCCCCCn1c(=O)n2n(c1=O)C[C@]1(OC(=O)NCc3ccc(OC)c(OC)c3)CN(S(=O)(=O)c3ccc(C)cc3)C[C@]1(O)C2 | -10 | -1 | -1 | -1 | 10 | 0.0 | -24 | -2 |
| COC(=O)Cc1[nH]n(-c2ccccc2)c(=O)c1C=Nc1ccc(C)cc1 | . | -6 | -1 | 1 | 1 | 0.0 | 9 | 0 |
| COc1c(-c2ccc(O)cc2)oc2cc(O)cc(O)c2c1=O | -36 | -3 | 3 | 1 | -11 | . | 0 | -2 |
| CCCCNC(=O)C1c2cc(OC)c(OC)cc2C(=O)N(C)C1c1cccs1 (stereo unspecified) | 3 | -7 | -6 | -4 | -3 | 0.1 | 9 | 1 |
| O=C(CN1C(=O)NC2(CCc3ccccc32)C1=O)NCc1ccc(Cl)cc1 (stereo unspecified) | 2 | -5 | -1 | -2 | . | 0.4 | 8 | 2 |

Further structures:
| mol | Statin myotox sup | S100A4 MyoIIA | ERAP1 inh | SIRT5 inh | PGC1a acetyl inh | Xi reactivation | LGR2 antag | Cneo AK release |
| --- | --- | --- | --- | --- | --- | --- | --- | --- |
| COC(C(=O)Nc1ccc(S(=O)(=O)N2CCCCC2)cc1)c1ccccc1 (stereo unspecified) | -15 | -3 | 0 | -8 | -4 | . | 10 | -3 |
| COc1cccc(/C=N/Nc2cc(C)nc(-c3ccccc3O)n2)c1O | . | 6 | 2 | 1 | -11 | 0.4 | 90* | . |
| N/C(=N\OC(=O)Cc1ccccc1[N+](=O)[O-])c1ccc(Br)cc1 | . | -9 | -3 | 0 | -26 | 0.2 | -19 | . |
| CCN(CCCNC(=O)Cn1ncc2c([nH]c3ccc(C)cc32)c1=O)Cc1ccccc1 | -6 | -4 | 2 | 1 | -8 | 0.2 | 11 | 13 |
| C[C@@H]1CN([C@@H](C)CO)S(=O)(=O)c2ccc(-c3cncnc3)cc2O[C@@H]1CN(C)Cc1ccccn1 | 19 | 5 | 4 | -4 | 9 | -0.3 | 17 | -15 |

Whole records, quoted from the list.
COc1cccc(/C=N/Nc2cc(C)nc(-c3ccccc3O)n2)c1O is listed with Statin myotox sup: .; S100A4 MyoIIA: 6; ERAP1 inh: 2; SIRT5 inh: 1; PGC1a acetyl inh: -11; Xi reactivation: 0.4; LGR2 antag: 90*; Cneo AK release: .
CCN(CCCNC(=O)Cn1ncc2c([nH]c3ccc(C)cc32)c1=O)Cc1ccccc1 is listed with Statin myotox sup: -6; S100A4 MyoIIA: -4; ERAP1 inh: 2; SIRT5 inh: 1; PGC1a acetyl inh: -8; Xi reactivation: 0.2; LGR2 antag: 11; Cneo AK release: 13
